# Anthrax LF inh2: anthrax lethal factor protease inhibition | multiplex microsphere protease cleavage assay, LF | inhibition, % at 10 µM | 360,000 tested, 0.12% active | AID 588501; further: plate controls were buffer without enzyme for full effect and enzyme alone for no effect
# Target sequence (P15917 whole entry, looked up): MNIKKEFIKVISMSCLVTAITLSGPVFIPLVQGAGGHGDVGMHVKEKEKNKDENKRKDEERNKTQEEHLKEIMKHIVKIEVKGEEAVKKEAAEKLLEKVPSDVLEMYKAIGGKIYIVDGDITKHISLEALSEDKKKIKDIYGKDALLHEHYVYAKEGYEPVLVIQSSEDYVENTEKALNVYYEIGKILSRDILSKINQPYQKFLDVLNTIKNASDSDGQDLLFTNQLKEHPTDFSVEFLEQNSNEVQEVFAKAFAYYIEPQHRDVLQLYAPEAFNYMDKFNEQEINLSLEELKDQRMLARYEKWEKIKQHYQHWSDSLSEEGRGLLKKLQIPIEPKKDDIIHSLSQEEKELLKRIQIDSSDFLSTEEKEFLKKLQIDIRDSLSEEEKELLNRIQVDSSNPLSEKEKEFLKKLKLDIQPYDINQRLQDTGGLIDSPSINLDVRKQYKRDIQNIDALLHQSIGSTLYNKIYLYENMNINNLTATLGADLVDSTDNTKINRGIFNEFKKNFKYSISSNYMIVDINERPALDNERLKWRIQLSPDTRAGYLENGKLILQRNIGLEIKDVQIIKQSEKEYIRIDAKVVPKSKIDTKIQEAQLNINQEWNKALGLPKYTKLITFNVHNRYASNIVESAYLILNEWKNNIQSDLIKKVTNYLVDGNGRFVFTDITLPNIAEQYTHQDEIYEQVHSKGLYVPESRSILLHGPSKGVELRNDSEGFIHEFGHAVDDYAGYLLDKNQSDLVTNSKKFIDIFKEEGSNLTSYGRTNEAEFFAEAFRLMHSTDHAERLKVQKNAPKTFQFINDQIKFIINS
# BoNT A protease: blocks Botulinum neurotoxin A light chain protease; 360,000 tested, 0.17% active; multiplex microsphere protease substrate cleavage, flow cytometry; inhibition, % at 10 µM; AID 588499; further: plate controls were buffer without enzyme for full effect and enzyme alone for no effect
# PfHsp40 yeast: compounds rescuing yeast from Plasmodium falciparum HSP40 toxicity. S. cerevisiae expressing PfHsp40, growth rescue, ATP luminescence. growth rescue, % at 12.5 µM. 340,000 tested, 0.68% active; in the data active means growth rescue above about 28%, passing the limit was not always enough; inconclusive means no clear call, values can overlap the other calls;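 further: yeast W303a lacking pdr1 and pdr3 grown in galactose medium; growth measured after three days at 30 °C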
# Vc quorum ag: quorum light induction in luxS cqsA deficient V. cholerae. V. cholerae BH1578 lux reporter, luminescence, 6 h. activation, % at 18.7 µM. 350,000 tested, 0.16% active. AID 588436; in the data active means activation mostly above about 9.7%, no sharp cut-off; inconclusive means no clear call, values can overlap the other calls; inactive means mostly below about 3.7%; further: not every result past the cut was called active; inactives centre near 0; reference of the scale not given here
# CCHFV vOTU inh: CCHFV vOTU protease inhibition; Pep-AMC fluorescence; inhibition, % at 11.5 µM; 370,000 tested, 0.55% active; AID 651958; in the data active means inhibition above about 30%; further: 0% = vehicle wells with enzyme and 100% = no enzyme wells
# 3CLpro inhibitor: SARS-CoV 3CLpro protease inhibition; recombinant SARS-CoV 3CLpro, quenched FRET peptide cleavage; inhibition, % at 6 µM; 290,000 tested, 0.14% active; AID 1706; in the data active means inhibition above about 12%
# Yp Topo-I inh: inhibitors of Yersinia pestis topoisomerase I; Y. pestis Topo-I cleavage product accumulation, plate reader; activity, % at 10 µM; 360,000 tested, 0.064% active; AID 504884; in the data active means activity above about 50%, passing the limit was not always enough; inconclusive means no clear call, values can overlap the other calls; further: inactives centre near 2
# TcdB GH inh: blocks C. difficile toxin B glycohydrolase activity | P18177 | TcdB glycohydrolase enzymatic assay, plate reader | inhibition, % at 9.99 µM | 350,000 tested, 0.24% active | AID 652162; in the data active means inhibition above about 10%
# DUSP3 inh: inhibitors of human VHR1 phosphatase (DUSP3); P51452; 290,000 tested, 0.52% active; AID 1654; inhibition, % at 13.3 µM; recombinant VHR phosphatase, pNPP absorbance; in the data active means inhibition above about 50%; further: some compounds called inactive have numbers as strong as hits
# Target sequence (P51452 whole entry, looked up): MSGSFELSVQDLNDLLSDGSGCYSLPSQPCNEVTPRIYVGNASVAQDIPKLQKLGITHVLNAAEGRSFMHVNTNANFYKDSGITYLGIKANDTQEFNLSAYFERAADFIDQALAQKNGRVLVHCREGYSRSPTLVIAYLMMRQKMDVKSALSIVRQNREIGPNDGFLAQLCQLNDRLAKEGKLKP
# PriA SSB inh: K. pneumoniae PriA-SSBct interaction inhibition; AlphaScreen SSBct-PriA binding, biotinylated peptide; inhibition, % at 33 µM; 430,000 tested, 0.6% active; in the data active means inhibition mostly above about 37%, no sharp cut-off; inactive means mostly below about 20%;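 further: plate controls were negative control peptide for no effect and reference peptide for full effect; strong numbers were not always called active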
# Numbers without * were called inactive; i = inactive; ? = inconclusive; · = no result given; & = joins results of further samples. Unless noted, no stated cut-off is given here; in the data, active means inhibition above about 30%; inconclusive means no clear call, values can overlap the other calls; inactive means below that. Some of the compounds tested; count on the stated rates, not on these rows.
SMILES,Anthrax LF inh2,BoNT A protease,PfHsp40 yeast,Vc quorum ag,CCHFV vOTU inh,3CLpro inhibitor,Yp Topo-I inh,TcdB GH inh,DUSP3 inh,PriA SSB inh
CN1C(=O)/C(=C2/C=Cc3ccccc3N2CCCS(=O)(=O)O)SC1=S,-2,0.1,0.0,0.6,18,6,-9,·,-12,0
Cc1ccc(CNC(=O)c2ccc3c(c2)S(=O)(=O)c2ccccc2C3=O)cc1,-14,-0.4,2.0,-2.9,1,·,-6,·,·,0
CCCn1c(SCC(=O)NCCc2ccc(OC)c(OC)c2)nc2c1c(=O)n(C)c(=O)n2C,-2,3.5,-0.4,i,-4,-4,0,·,8,-24
Cn1cc(SCC(N)=O)c2ccccc21,0,-0.2,-0.7,i,4,-1,4,0.5,24,4&-3
O=C(c1nn2cccnc2c1Cl)N1CCN(c2ccccc2)CC1,0,0.1,0.7,i,8,1,5,·,4,-4
COc1cc(C2CC(=O)Oc3cc(OC)c(OC)c(OC)c32)cc(OC)c1OC (stereo not drawn),4,-0.3,0.4,i,9,·,-2,1.1,·,-10
O=C(CSc1ccccc1)Nc1ccc(N2CCOCC2)c(F)c1,7,0.1,-1.2,i,-5,1,-2,1.0,24,-6
CN(CCC1CCCCO1)C(=O)CCc1nnc(Cc2c[nH]c3ccccc23)o1 (stereo not drawn),4,0.5,-0.5,-0.4,-19,-6,7,0.6,5,5
O=C(Cc1cccs1)Nc1nncs1,3,0.6,-0.1,-0.2,-1,-2,0,·,6,-16
Cc1ccnc(SCC(=O)c2ccc(Br)cc2)c1C#N,-1,0.6,-2.3,-0.2,8,1,-9,·,-8,-7
Cc1nc(C)c(-c2csc(Nc3ccc(Cl)cn3)n2)s1,-2,-0.2,·,i,22,·,27,0.0,·,·
COc1ccc(F)cc1S(=O)(=O)NCCCn1ccnc1,8,-2.2,-1.1,0.7,7,2,1,0.4,8,1&-7
CCOC(=O)c1ccc(NCc2nc3ccccc3n2C)cc1,-2,-0.2,-0.2,-1.6,-9,-2,-3,·,17,-21
CC(C)n1c(=O)c2ccccc2n1Cc1cn(-c2ccccc2)nn1,-2,0.3,·,·,-13,·,·,3.9,·,·
CCN1C(c2ccc(F)cc2)=CS/C1=C(\C#N)c1nnc2n1-c1ccccc1SC2,-7,-0.3,-0.9,i,6,-5,31,·,15,14
CC1CCCCN1C(=O)Cn1c(=O)n(-c2ccc(F)cc2)c(=O)c2sccc21 (stereo not drawn),-6,-0.7,-0.6,-0.3,-1,1,6,1.2,4,-9
CCCC(=O)NC(NC(=S)Nc1c(C)n(C)n(-c2ccccc2)c1=O)C(Cl)(Cl)Cl (stereo not drawn),8,1.0,0.2,5.9,5,0,-8,·,-1,-7
Cc1cccc(-n2c(O)c(/C=N/NC(=O)c3ccccc3Cl)c3ccccc3c2=O)n1,0,-0.8,10,-0.2,-25,4,-2,·,9,·
O=C(COC(=O)c1cnccn1)c1ccc(C2CCCCC2)cc1,1,-1.5,1.1,i,8,-1,22,0.0,-3,-22
CC1Cc2ccccc2N1C(=O)COC(=O)c1c2c(nc3ccccc13)CCCCC2 (stereo not drawn),1,-0.1,1.6,-3.8,-3,4,3,·,-7,2
O=C(OCC#CCSc1nnc(-c2ccccc2)o1)c1ccco1,6,-0.1,0.9,2.6,3,-1,0,·,10,-31
COc1ccc(Cl)cc1NC(=O)NCc1cccnc1,-4,-0.1,-2.6,i,16,-5,2,-0.9,18,4
COc1ccc(N(C)S(=O)(=O)c2cccc(C(=O)NCC(c3cccs3)N(C)C)c2)cc1 (stereo not drawn),-5,3.1,0.5,i,-10,·,1,0.8,·,-1
C=C(C)CN1CCN(S(=O)(=O)c2ccc(C)c(N(C)S(=O)(=O)c3ccc(C)cc3)c2C)CC1,-2,0.7,0.1,i,-2,5,0,0.2,4,5&-7
Cc1ccc(N2C(=O)C3C(c4ccccc4)(C2=O)C3(c2ccccc2)c2ccccc2)cc1 (stereo not drawn),-2,?,0.2,i,2,0,9,·,16,-12

# An excerpt from above with just PfHsp40 yeast, BoNT A protease and Anthrax LF inh2:
molecule	PfHsp40 yeast	BoNT A protease	Anthrax LF inh2
COc1ccc(F)cc1S(=O)(=O)NCCCn1ccnc1	-1.1	-2.2	8
CCOC(=O)c1ccc(NCc2nc3ccccc3n2C)cc1	-0.2	-0.2	-2
CC(C)n1c(=O)c2ccccc2n1Cc1cn(-c2ccccc2)nn1	·	0.3	-2
CCN1C(c2ccc(F)cc2)=CS/C1=C(\C#N)c1nnc2n1-c1ccccc1SC2	-0.9	-0.3	-7
CC1CCCCN1C(=O)Cn1c(=O)n(-c2ccc(F)cc2)c(=O)c2sccc21 (stereo not drawn)	-0.6	-0.7	-6

# Next records:
SMILES,Anthrax LF inh2,BoNT A protease,PfHsp40 yeast,Vc quorum ag,CCHFV vOTU inh,3CLpro inhibitor,Yp Topo-I inh,TcdB GH inh,DUSP3 inh,PriA SSB inh
Cn1nc(C(C)(C)C)cc1C(=O)N1CCC(C)(C(=O)NS(=O)(=O)C2CC2)C1 (stereo not drawn),-11,-0.4,·,-0.8,·,·,7,·,·,·
CC1=C(C(=O)N(C)C)CC(CC(=O)NCCCN(C)C)C(=O)N1Cc1ccc(C(C)(C)C)cc1 (stereo not drawn),-2,-0.8,·,-0.4,-9,·,-11,-0.9,·,·
O=C(NCc1nc2ccccc2[nH]1)c1ccco1,3,-0.3,-0.3,1.7,3,-4,4,·,-2,-6
CCOC(=O)C1CCCN(S(=O)(=O)c2ccc3c4c(cccc24)C(=O)N3CC)C1 (stereo not drawn),3,0.2,1.4,-0.2,-36,·,18,-0.7,·,-38&-35
Cn1c(N)c(C(=O)COC(=O)C2CC(O)CN2S(=O)(=O)c2ccc(Cl)cc2)c(=O)n(C)c1=O (stereo not drawn),-5,0.0,-2.0,i,12,-2,-6,0.5,24,-9
CC1CCN(S(=O)(=O)c2cn(CC(=O)Nc3ccc(OC(F)(F)F)cc3)cn2)CC1,1,-2.5,-0.9,-0.1,-3,9,-3,0.4,9,-5
CCC1C(=O)C[C@H]2CCN3C(=O)CCCC1C23 (stereo partly drawn),-2,-0.3,-0.3,-6.2,13,·,11,1.3,·,-1
Cc1nn(-c2ccccc2)c(C)c1/C=N\NS(=O)(=O)c1ccc(Cl)cc1,-2,-0.1,0.1,-0.3,13,-1,0,·,-2,·
O=[n+]1c2c(n([O-])c3c1CCCC3)CCCCC2,0,-1.2,-1.8,i,4,-3,-2,·,-13,-5
CN(C(=O)/C=C/c1ccc([N+](=O)[O-])s1)c1ccccc1,-6,2.8,0.6,0.4,9,-4,-1,0.2,10,4
Cc1ccc(N2CC(C(=O)Nc3ccc(S(=O)(=O)N4CCCC4)cc3)CC2=O)cc1C (stereo not drawn),0,-6.4,2.2,i,-11,-4,3,0.0,20,-11
CN(C)CCCN(C(=O)c1cccs1)c1nc(-c2ccccc2)cs1,-2,-0.4,0.2,1.0,4,-10,1,·,16,7
O=C(N[C@@H]1CCC(=O)N(CC[C@H](Oc2ccccc2)c2ccccc2)CC1)OCc1ccccc1,1,0.0,0.0,1.3,3,0,-6,0.2,13,-5
CCN(CC(=O)Nc1ccc(NC(C)=O)cc1)C(=O)/C=C/c1ccco1,2,-4.6,-0.7,-0.9,-10,·,-4,0.7,·,10
Cc1cc(C)c(NC(=S)N(C)C)cc1C,-6,-3.1,0.6,-0.7,5,2,-4,0.0,30,-4
COc1cccc(C(c2nnnn2Cc2ccccc2)N2CCN(C3CCCC3)CC2)c1OC (stereo not drawn),-1,0.0,-0.6,-0.5,-2,-2,3,·,-2,-11
Cc1nnc(SCC(=O)Nc2cccc(S(=O)(=O)N3CCCCC3)c2)s1,-18,-0.6,-1.2,-0.3,-1,·,14,0.4,·,-3
CC(=O)c1ccc(OCc2nnn(CC(=O)O)c2-c2ccccc2)cc1,-10,-0.7,·,-0.4,8,·,6,4.1,·,·
CCN(CC)S(=O)(=O)c1cccc(-c2cn3cc(C)ccc3n2)c1,0,-0.7,-0.4,0.6,-1,-1,34,·,24,-5
CC1(C(=O)Nc2cccc3ccccc23)CCN1C(=O)Cc1ccccc1Cl (stereo not drawn),-5,-0.5,·,-7.7,5,·,28,1.1,·,·
CC1CCc2cc(F)cc3c(O)c(C(=O)NCCN(C)C)c(=O)n1c23 (stereo not drawn),10,-1.6,-1.1,-0.8,-10,-1,-8,0.4,-16,-7
CCn1c(SC(C)C(=O)O)nc2sc3c(c2c1=O)CCC3 (stereo not drawn),-3,0.7,-0.7,0.5,8,2,-9,·,11,-18
CCc1cc2cc(C)ccc2nc1SCC(=O)Nc1cc(C)on1,-9,-2.8,-1.5,-0.2,10,0,6,·,-1,-4
CC(=O)N1c2ccccc2NC2=C(C(=O)CCC2)C1c1ccco1 (stereo not drawn),-3,0.1,-2.4,-0.2,14,-2,-3,0.1,16,-1
CCN(CC(=O)Nc1cc(Cl)ccc1C)C(=O)CCOc1ccccc1C,3,-0.4,-2.7,i,7,0,12,1.2,0,-10
# Continued:
SMILES,Anthrax LF inh2,BoNT A protease,PfHsp40 yeast,Vc quorum ag,CCHFV vOTU inh,3CLpro inhibitor,Yp Topo-I inh,TcdB GH inh,DUSP3 inh,PriA SSB inh
Cc1ccc(-n2nnnc2SCC(=O)Nc2nc(-c3ccc(F)cc3)cs2)cc1C,-1,-0.9,-1.8,1.8,-11,-3,-5,0.9,16,3
CC(=O)[C@H]1CCC2C3CC=C4C[C@@H](O)CC[C@]4(C)C3CC[C@@]21C (stereo partly drawn),-8,0.7,1.0,-1.6,-13,·,5,0.7,·,0
CC(C)(C)c1ccc2c(c1)OC(C(=O)N/N=C\c1ccc[nH]1)CO2 (stereo not drawn),-3,-1.6,0.3,-0.2,24,0,18,0.2,79,·
CCn1c(SCC(=O)NCc2ccco2)nnc1C1CCCC1,-6,2.8,0.3,i,15,0,11,1.0,13,-5
O=C(Nc1ccc(N2CCOCC2)cc1)C1CCCCC1,-4,-0.3,-0.5,-0.7,2,-1,0,-0.4,0,-8
CCCCNC(=O)[C@H]1C[C@H]1[C@@H](O)[C@H](CO)NC(=O)[C@H](COCc1ccccc1)NC(=O)OC(C)(C)C,5,0.4,-1.1,0.1,6,-2,12,-0.3,13,2
CN(C)CC1CSCCC1(O)c1ccccc1Cl (stereo not drawn),-1,0.4,0.5,·,8,4,-11,·,0,-8
N/C(=N\O)c1ccncc1,-5,-4.1,1.0,-1.1,6,1,-7,-0.8,17,·
O=C(C1CCN(S(=O)(=O)N2CCC3(CC2)OCCO3)CC1)N1CCC(Cc2ccccc2)CC1,-2,-0.9,0.3,i,6,-2,3,1.0,23,-11
CCOc1cc(/C=C/c2ccc3cccc([N+](=O)[O-])c3n2)ccc1O,-1,-0.4,0.3,i,4,2,-6,2.8,-3,37
COc1ccc(NC(=O)c2cccc(N3C(=O)NC4CC3(C)Oc3ccccc34)c2)cc1 (stereo not drawn),-2,0.6,0.2,i,-6,-1,6,·,16,4
CCC(=O)OC1(C)C(=O)C=C2C=C(c3ccsc3)OC=C2C1=O (stereo not drawn),-1,2.8,-1.5,i,·,·,-3,·,19,11
COc1cccc(N2CC(C(=O)Nc3nnc(SCCN4CCOCC4)s3)CC2=O)c1 (stereo not drawn),-4,4.2,-0.7,i,-3,-5,9,0.8,6,3
Cn1c(O)c(/C=N/N2CCOCC2)c(=O)n(-c2ccccc2)c1=S,·,·,-0.4,i,-7,-2,-2,-2.7,27,·
CN(C(=O)COC(=O)CNC(=O)c1ccc(Cl)cc1Cl)c1ccccc1,-6,-0.1,0.0,i,3,0,-11,0.0,11,-12
O=S1(=O)CCO[C@H]2Cc3ccccc3[C@H]2N1Cc1cccc(Cl)c1,-5,-1.1,1.3,i,12,3,27,1.4,-3,6
Cn1c(-c2sccc2OCc2ccccc2)n[nH]c1=S,-5,0.3,1.4,-0.3,6,2,-2,·,10,9

# Bioassay records as filed in PubChem.
